T cell modulator: modulators of CD8 T cell-vesicle binding, primary screen, mouse 2C CD8+ T cells, flow cytometry; 2C CD8+ T cell-vesicle binding; stronger effect = lower value; calls only at 7 µM; actives 0.068% (n = 330,000);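 active = response, share of CD8 T cells binding vesicles, and their 90th percentile fluorescence all below set limits, cut at about 80% in these data, passing the limit was not always enough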
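Also added: QL9-peptide-loaded Drosophila micro-vesicles bearing Ld, ICAM-1 and B7-1; Test system: purified 2C TCR transgenic mouse naive CD8+ T cells; Measured by: cytometric PE anti-B7-1 and Alexa647 anti-CD8 signals after 1% paraformaldehyde fixation; Timing: binding step 1.5 h, 37 °C, antibody labelling 20 min, ice.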
Rac1 GTP hydrolysis: MgcRacGAP GTPase-activating activity inhibitors, confirmation, biochemical, ADP Hunter fluorescence; MgcRacGAP-stimulated Rac1 GTP hydrolysis, ADP Hunter fluorescence; higher % means a stronger effect; GST-tagged Rac1 F28L mutant substrate; actives 0.6% (n = 340,000); inhibition, % at 30 µM, or IC50 in µM where a hit was titrated; AID 624330, 2012;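 active = first-screen hits whose inhibition reached a set limit at any dose in the follow-up dose series; inconclusive = inhibition above the set first-screen limit but never retested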;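 also: fluorescence reports GDP produced by GAP-driven GTP hydrolysis; strong numbers were not always called active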
NTR1 agonist: agonists of NTR1, primary screen, imaging, U2OS cells, beta-arrestin-GFP, high content (AID 493036); NTR1-U2OS beta-arrestin-GFP spot imaging, agonist mode; Neurotensin receptor type 1 (Homo sapiens), P30989; actives 0.17% (n = 330,000); activation, % at 20 µM;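 active = activation at or above 40% of the spot to cytoplasm intensity ratio, with at least 20 cells analyzed; inconclusive = wells under 20 cells, flagged as cytotoxic or low count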;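 also: 0% = DMSO without peptide and 100% = 100 nM NTR1 peptide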
Target sequence (P30989 whole entry, looked up): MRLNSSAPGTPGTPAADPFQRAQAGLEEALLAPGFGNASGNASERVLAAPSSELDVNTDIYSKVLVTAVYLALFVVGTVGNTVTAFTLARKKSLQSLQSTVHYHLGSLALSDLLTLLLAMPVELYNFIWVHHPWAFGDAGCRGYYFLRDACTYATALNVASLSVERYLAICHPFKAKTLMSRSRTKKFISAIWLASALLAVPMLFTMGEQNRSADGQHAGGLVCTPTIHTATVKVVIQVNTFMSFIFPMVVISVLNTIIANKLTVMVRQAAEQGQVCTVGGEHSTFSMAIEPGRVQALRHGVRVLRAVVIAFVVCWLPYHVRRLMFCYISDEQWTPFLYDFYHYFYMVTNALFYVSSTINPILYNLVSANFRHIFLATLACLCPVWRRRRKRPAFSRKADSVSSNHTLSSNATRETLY
K1F lysis inhibition: inhibition of K1F phage lysis, E. coli UTI89, bacterial capsule biogenesis inhibitors, alamar blue (AID 488966). inhibition, % at 100 µM, or IC50 in µM where a hit was titrated. E. coli UTI89 K1F phage lysis, alamar blue, 2 h; higher % means a stronger effect. actives 0.02% (n = 340,000);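 active = phage lysis inhibition, versus mean bacterial control, above a set limit; inconclusive = no clear call, values can overlap the other calls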;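 also: capsule biogenesis inhibitors block K1F phage lysis so surviving cells raise fluorescence; higher fluorescence means more inhibition of phage lysis; actives were called in the ten point dose series up to 300 µM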
SV40 large T antigen: SV40 large T antigen inhibitors, biochemical (AID 1903) | SV40 large T antigen ATPase/helicase inhibition assay; higher % means a stronger effect | inhibition, % at 20 µM; hits with a dose series show IC50 in µM | actives 0.39% (n = 310,000); in the data active = a potency from the dose series; inconclusive = inhibition mostly from about 32% at the one dose, without a potency; inactive = the rest, 99 in 100 with inhibition below about 32%; also: strong numbers were not always called active
Salmonella PhoP GFP: inhibitors of PhoP regulon expression, primary screen, Salmonella Typhimurium, GFP reporter (AID 1863) | inhibition, % at 50 µM, or IC50 in µM where a hit was titrated | actives 0.16% (n = 300,000) | S. Typhimurium PhoP-regulated promoter GFP reporter, 4 h; higher % means a stronger effect;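 active = inhibition over 29.93%, a cutoff 3 SD above the screen mean, later confirmed by dose response; inconclusive = inhibition over 29.93% but no dose response follow-up; inactive = inhibition at most 29.93% or unconfirmed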;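 also: 0% = low Mg2+ inducing control and 100% = high Mg2+ repressing control; strong numbers were not always called active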
Myeloid diff 2: induction of myeloid progenitor differentiation, primary screen, cell-based, flow cytometry, MLPCN library; ER-HoxA9 myeloid progenitors, lysozyme-GFP differentiation; actives 1% (n = 360,000); calls only at 10 µM;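 active = normalized GFP-positive differentiation at or above the plate's own cutoff, the solvent-only control mean plus 3 SD; inconclusive = no clear call, values can overlap the other calls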;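 also: cells exposed to compound for four days before flow analysis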
TNAP activators: human TNAP enzyme activators, primary screen, biochemical, luminescent, no phosphate acceptor, uHTS (AID 1001); purified TNAP, luminescent activation assay, no phosphate acceptor; higher activation fold means a stronger effect; actives 0.03% (n = 200,000); one-dose activation fold at 20 µM; EC50 in µM for titrated hits; in the data active = activation fold from about 3, or a potency from the dose series; inactive = the rest, 99 in 100 with activation fold below about 1.6; also: many of its hits are not listed in these tables
RSV antiviral HEp-2: RSV antiviral activity via CPE protection, HEp-2 cells, primary 10 µM value included (AID 2391) | actives 0.13% (n = 310,000) | HEp-2 cells, RSV-induced CPE inhibition; higher % means a stronger effect | CPE inhibition, % at 10 µM; hits with a dose series show IC50 in µM; in the data active = a potency from the dose series; inconclusive = CPE inhibition mostly from about 23% at the one dose, without a potency; inactive = the rest, 99 in 100 with CPE inhibition below about 21%; also: strong numbers were not always called active
T cell modulator vesicle-bound %: also measured in T cell modulator; calls as there; double positive events, %; measured here: CD8+ vesicle-bound cell fraction;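 binding gate set so that unloaded-vesicle control wells show 10% double positive cells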
NTR1 agonist cell count 20 µM: recorded beside NTR1 agonist, whose call it bears; cell count; measured here: cell count, cytotoxicity flag
Myeloid diff 2 GFP+ MAC1+ %: also measured in Myeloid diff 2; calls as there; GFP+ MAC1+ double positive, %; measured here: differentiation confirmed by MAC1 staining
* hit, by the source's call; i = inactive; ? = inconclusive; . = no result given; [ ] = dose if it differs, or a comment.

Value order – T cell modulator	T cell modulator vesicle-bound %	Rac1 GTP hydrolysis	NTR1 agonist	NTR1 agonist cell count 20 µM	K1F lysis inhibition	SV40 large T antigen	Salmonella PhoP GFP	Myeloid diff 2	Myeloid diff 2 GFP+ MAC1+ %	TNAP activators	RSV antiviral HEp-2
1	Cc1cc(C)c(C)c(S(=O)(=O)N2CCC(C(=O)Nc3ccncc3)CC2)c1C
  i	37	2%	-0.7	60	0.2%	27%	1%	i	1.6	.	7.8%
2	CC(=O)/C(=N\Nc1ccc(Cl)cc1Cl)Sc1cccc2cccnc12
  i	56	6%	20	67	0.4%[50 µM]	13%	-7%	?	.	1	21%
3	CC(C)N1CCN(Cc2cccc3nonc23)CC1CCO (stereo not given)
  i	49	2%	0.4	54	0.4%	16%	-3%	i	0.3	1.1	-0.4%
4	O=C(OC1CCOC1=O)c1ccc(S(=O)(=O)N2CCCCCC2)cc1 (stereo not given)
  i	22	7%	-0.9	60	-0.1%	4%	-1%	i	1.1	1.1	2.0%
5	CCN(CC(=O)NCC(=O)Nc1cccc(C)c1C)Cc1ccccc1
  i	40	12%	0.9	68	1.4%[50 µM]	17%	-10%	i	1.3	.	0.6%
6	CCc1nnc(NS(=O)(=O)c2ccc(NC(=S)Nc3ccc(F)cc3)cc2)s1
  i	48	3%	-1.4	39	0.6%	13%	-7%	i	0.5	1	0.0%
7	NS(=O)(=O)c1ccc(CCNS(=O)(=O)c2ccc3c(c2)NC(=O)CO3)cc1
  i	15	-11%	1.3	54	-0.1%	10%	-9%	i	0.0	.	2.4%
8	CSCC(=O)N1CCCC(CNC(=O)c2ccc(-c3ccccc3)cc2)C1 (stereo not given)
  i	5	14%	-0.7	45	1.9%[50 µM]	7%	-2%	i	0.5	1.1	2.3%
9	Cn1c(=O)cc(SCC(=O)NCCCN2CCN(c3ccccc3F)CC2)c2ccccc21
  i	61	5%	4.4	81	1.4%	1%	-3%	i	1.1	1.1	-0.7%
10	Cc1nc2cc(N)ccc2n1-c1ccccc1
  i	63	22%	0.1	55	-0.1%	?	2%	i	0.6	1	3.3%
11	CN(C)c1ncnc2c1NC1=C(S2)C(=NCCCC(=O)O)CC(C)(C)C1
  i	39	79µM*	-0.4	47	1.7%	11%	-5%	i	0.9	2.2	0.0%
12	CC(=O)NCCCNc1ccc([N+](=O)[O-])cc1
  i	2	3%	-1.5	29	2.9%	8%	0%	i	0.3	1	1.0%
13	COc1ccc(C(=O)O/N=C2\CCCc3nonc32)cc1
  i	21	10%	7.8	52	2.6%	7%	-8%	i	0.6	1.1	11%
14	CCOc1cc(/C=C/C(=O)N(CC)CC(=O)NCc2cccs2)cc(Cl)c1OC
  i	12	3%	0.2	56	-1.6%	11%	-4%	.	.	.	1.1%
15	CCN(CC)CCn1c2c(c(SCC(=O)Nc3ccc4c(c3)OCCO4)nc1=O)CCCC2
  i	14	5%	-0.2	55	0.4%[50 µM]	26%	5%	i	0.8	.	-0.5%
16	CCOC(=O)C1CCCN(C(=O)c2ccc(NS(=O)(=O)c3ccc4[nH]c(=O)[nH]c4c3)cc2)C1 (stereo not given)
  .	.	-1%	-0.6	39	-0.4%[50 µM]	.	.	i	1.0	.	.
17	Cc1ccc(CCNC(=O)C2CCC(=O)N(Cc3ccccc3F)C2)o1 (stereo not given)
  i	4	0%	1.5	49	-0.2%	1%	-6%	i	1.0	.	0.6%
18	CCOC(=O)N1CCN(C(=O)CN(C2CCCCC2)S(=O)(=O)c2c(C)cc(C)cc2C)CC1
  i	56	5%	-0.7	59	-0.1%	2%	-1%	i	1.2	1.1	0.4%
19	O=C(NCCCl)C1Cc2c(ccc3ccccc23)O1 (stereo not given)
  i	45	7%	-0.3	35	-0.1%	-2%	0%	i	0.5	1	2.7%
20	Cc1[nH]c(C)c(S(=O)(=O)N2CCN(c3cccc(C(F)(F)F)c3)CC2)c1C(=O)N1CCCC1
  i	28	3%	-0.8	44	-0.4%	13%	-11%	i	1.5	.	2.4%
21	Cc1nc(N2CCOCC2)nc(N2CCCCC2C)c1[N+](=O)[O-] (stereo not given)
  i	16	12%	2.1	40	0.4%	8%	-4%	i	0.4	.	60%
22	CC1(c2nnc(Cc3ccccc3)o2)CC(c2ccc(Cl)cc2)=NO1 (stereo not given)
  .	.	1%	-0.6	65	1.0%	1%	.	i	0.3	.	0.8%
23	O=C1COc2ccc(C(=O)CSc3nc4ccccc4c(=O)n3-c3ccc(Cl)c(Cl)c3)cc2N1
  i	11	1%	3.1	47	-0.4%	-1%	4%	i	0.4	1.1	1.8%
24	Cc1ccc(S(=O)(=O)CC(N)=O)cc1
  i	40	1%	-1.1	58	2.6%	4%	-4%	i	0.8	1	-0.7%
25	CC(NC(=O)c1ccc(OC2CCN(S(=O)(=O)N(C)C)CC2)cc1)C1CC1 (stereo not given)
  i	20	0%	-1.1	31	-1.9%	-1%	10%	i	0.2	1	0.5%
26	COC(=O)/C(NC(C)=O)=C(\C)c1ccc(Cl)cc1
  i	53	6%	1.0	65	1.3%	3%	3%	i	0.3	1	2.4%
27	O=C(CN1CCOCC1)Nc1nc2ccc(Cl)cc2s1
  i	26	13%	-2.0	64	0.0%	11%	-4%	i	0.5	.	2.9%
28	Cc1ccc(NC(=O)Cn2ccc([N+](=O)[O-])n2)cc1C
  i	29	-2%	-1.2	72	0.1%	4%	1%	i	0.5	1.1	0.6%
29	COc1ccc(C(=O)CNc2ccccc2CO)cc1
  i	23	2%	0.9	31	0.2%	10%	5%	i	0.9	1	-1.0%
30	COc1ccc(-c2nc(CS(=O)CC(=O)NC3CCCc4ccccc43)c(C)o2)cc1OC (stereo not given)
  i	31	12%	4.6	59	0.1%	11%	-17%	i	4.8	1	3.9%
31	Cn1cnnc1SCc1ccc(C(=O)N=Nc2c(O)n(Cc3ccc(Cl)cc3)c3ccccc23)cc1
  i	48	11%	16	65	0.0%	17%	-8%	?	.	1	44%
32	COc1ccc(C(=O)c2cc([N+](=O)[O-])ccc2N2CCOCC2)cc1
  i	45	9%	.	.	0.8%	-37%	23%	i	0.0	1	6.3%
33	C=C(C)Cn1c(SCC(=O)NCc2ccco2)nc2sc3c(c2c1=O)CCC3
  i	38	8%	1.0	85	2.5%	14%	12%	i	1.0	1.1	0.9%
34	COc1ccc2c(c1)CCC/C2=N\Nc1nc(C(=O)NN)cs1
  i	24	.	1.0	59	.	14%	3%	i	0.0	.	2.6%
35	Cc1c(N(C(=O)c2ccccn2)C2(C(=O)NC3CCCCC3)CCCCC2)c(=O)n(-c2ccccc2)n1C
  i	10	7%	-1.4	66	0.2%	-6%	0%	i	0.5	1.1	2.1%
36	Cc1ccc(NC(=O)C2Cc3ccccc3O/C2=N\O)cc1C (stereo not given)
  i	23	13%	2.5	52	-0.6%[50 µM]	4%	-13%	i	0.7	.	0.9%
37	CN1CCN(S(=O)(=O)c2ccc(NC(=O)c3ccc([N+](=O)[O-])cc3)cc2)CC1
  i	7	0%	-0.8	60	1.3%	16%	.	i	1.0	.	0.7%
38	CCOC(=O)/C(C#N)=C/C1=C(N2CCOCC2)C(C)(C)OCC1
  i	25	4%	-0.2	62	0.5%	14%	5%	i	0.7	.	0.2%
39	CC(CCc1ccccc1)NC(=S)NC(=O)c1ccco1 (stereo not given)
  i	24	8%	0.8	52	0.1%	12%	1%	i	0.6	1.1	2.0%
40	Cc1ccc(S(=O)(=O)N2CCN(c3ncnc4sccc34)CC2)cc1C
  .	.	7%	0.7	38	0.8%[50 µM]	.	.	i	0.9	.	.
41	COc1ccc(C(=O)OCC[N+]2(C)CCCCC2)cc1
  i	20	2%	1.6	34	0.5%	3%	5%	i	0.3	1	0.9%
42	Cc1cccc(Cn2ccc(-c3ccc(Cl)cc3)c(C#N)c2=O)c1
  i	33	9%	1.9	52	0.1%	-2%	8%	i	0.1	1.1	4.4%
43	COc1ccc(N2C(=O)C3CCCN3C2c2ccc(Cl)cc2)cc1 (stereo not given)
  i	24	7%	-2.3	50	4.5%	6%	-6%	i	1.1	1.2	-0.8%
44	CCOc1cccc(/C=N/NC(=O)c2ccc3c(c2)OCCO3)c1O
  i	51	5%	1.6	79	-0.1%	4%	0%	i	2.2	.	10%
45	COc1ccc2c(c1)CCc1cn[nH]c1-2
  i	15	.	-0.2	91	-0.3%	0%	-6%	i	1.3	.	4.3%
46	Cc1ccc[n+](CC(=O)Nc2cccc(Cl)c2)c1
  i	58	-22%	0.1	52	-1.8%	6%	0%	i	0.7	.	1.9%

Source: PubChem BioAssay
